NSD2 HMT inh – NSD2 histone methyltransferase inhibitors, primary screen, biochemical, AlphaScreen, single concentration, set 2 | AID 743445, 2014 | inhibition, % at 12.5 µM | NSD2 peptide methylation, 120 min | Histone-lysine N-methyltransferase NSD2 (Homo sapiens), O96028 | hit rate 0.54% among 310,000; in the data active = inhibition above about 50%
Rtt109 Vps75 – inhibitors of C. albicans Rtt109/Vps75 HAT, primary screen, biochemical, ThioGlo CoA-SH fluorescence, plate reader; Histone acetyltransferase RTT109 (Candida albicans (strain SC5314 / ATCC MYA-2876)), …; purified Rtt109/Vps75, 4 h; inhibition, % at 34.9 µM; hit rate 0.16% among 330,000;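 active = inhibition of at least 50% in every replicate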
dFosB activator – activators of delta FosB homodimer, primary screen, biochemical, fluorescence polarization, TAMRA-CDK5 oligo, single point | activation, % at 25 µM | purified delta FosB; percent of positive-control signal above neutral wells | Protein FosB (Mus musculus), P13346 | hit rate 0.99% among 340,000;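 active = mean activation above about 17%, with every replicate also reaching it, limit read from the data, passing the limit was not always enough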;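 also: fluorescence polarization rise as delta FosB binds a TAMRA Cdk5 AP-1 oligo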
Target sequence (P13346 whole entry, looked up): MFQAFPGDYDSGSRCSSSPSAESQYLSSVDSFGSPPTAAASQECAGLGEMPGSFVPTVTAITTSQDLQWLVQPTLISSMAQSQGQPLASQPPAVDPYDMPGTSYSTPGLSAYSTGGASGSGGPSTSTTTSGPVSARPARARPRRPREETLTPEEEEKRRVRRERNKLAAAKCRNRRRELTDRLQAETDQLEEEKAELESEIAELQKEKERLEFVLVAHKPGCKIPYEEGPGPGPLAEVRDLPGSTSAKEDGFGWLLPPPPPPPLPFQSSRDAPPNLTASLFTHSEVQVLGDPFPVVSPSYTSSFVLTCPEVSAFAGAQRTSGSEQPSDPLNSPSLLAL
PvdQ inh – P. aeruginosa PvdQ acylase inhibitors, primary screen, biochemical, fluorescence, plate reader and imaging, single point | PvdQ acylase [Pseudomonas aeruginosa LESB58] | purified PvdQ acylase | inhibition, % at 10 µM | hit rate 0.063% among 340,000; in the data active = inhibition above about 30%, passing the limit was not always enough;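 also: 0% = vehicle neutral wells and 100% = reference inhibitor wells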
cardiac RTF act – cardiac RTF calcium sensitivity activators, primary screen, biochemical, IANBD-TnC fluorescence, EC20 calcium. Troponin I, cardiac muscle (Homo sapiens) + Troponin T, cardiac muscle (Homo sapiens) + …. IANBD-labeled TnC RTF fluorescence at EC20 calcium; 0% EC20 calcium, 100% full calcium. activation, % at 7.2 µM. hit rate 0.24% among 340,000. AID 493008, 2010;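 active = activation above the mean over all tested compounds plus 3 SD, cut at about 30% in these data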;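 also: rise in fluorescence read as greater calcium sensitivity of cardiac thin filaments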
Mot1-301 SUMO – yeast Mot1-301 growth rescue at high temperature, primary screen, SUMOylation pathway inhibitor project, S. cerevisiae, ATP luminescence, 38.5C. hit rate 1% among 320,000. S. cerevisiae Mot1-301 growth rescue; percent above DMSO median, 100 means doubled. growth rescue, % at 18.8 µM;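 active = every valid replicate shows activation above 250% relative to neutral control wells; inactive = the rest, any valid replicate at or below 250%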;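 also: OY570 slx delta 5 strain wells were the positive control but not used for scaling; some compounds called inactive have numbers as strong as hits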
Keap1 Nrf2 FP – Keap1-Nrf2 protein-protein interaction inhibitors, primary screen, biochemical, fluorescence polarization, single point. Kelch-like ECH-associated protein 1 (Homo sapiens), Q14145. Keap1 Kelch-Nrf2 peptide fluorescence polarization, 1536-well. inhibition, % at 9.4 µM. hit rate 0.15% among 340,000; in the data active = inhibition above about 12%;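 also: human Keap1 Kelch domain with fluorescein labeled Nrf2 9mer peptide probe; 0% = neutral control wells and 100% = peptide positive control; higher means more block of Keap1 binding to Nrf2 peptide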
Target sequence (Q14145 whole entry, looked up, the tested form may be a part): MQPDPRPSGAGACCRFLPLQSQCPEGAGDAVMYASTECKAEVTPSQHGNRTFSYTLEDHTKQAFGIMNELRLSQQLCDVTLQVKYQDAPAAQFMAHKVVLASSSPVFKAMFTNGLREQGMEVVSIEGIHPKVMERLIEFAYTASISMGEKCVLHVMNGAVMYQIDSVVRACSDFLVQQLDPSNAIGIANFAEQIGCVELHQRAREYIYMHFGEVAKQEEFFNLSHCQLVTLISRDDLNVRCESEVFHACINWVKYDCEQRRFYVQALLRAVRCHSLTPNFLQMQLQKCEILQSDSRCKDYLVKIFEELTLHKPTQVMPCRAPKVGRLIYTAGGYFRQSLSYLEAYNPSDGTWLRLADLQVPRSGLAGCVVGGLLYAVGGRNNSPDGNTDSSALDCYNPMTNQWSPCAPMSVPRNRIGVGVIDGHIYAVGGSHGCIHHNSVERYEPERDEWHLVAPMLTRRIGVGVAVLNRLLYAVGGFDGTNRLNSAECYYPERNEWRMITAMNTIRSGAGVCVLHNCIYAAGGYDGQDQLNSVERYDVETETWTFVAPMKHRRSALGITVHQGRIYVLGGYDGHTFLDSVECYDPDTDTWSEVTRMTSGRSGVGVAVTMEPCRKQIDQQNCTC
RTF Ca sens inh – cardiac RTF calcium sensitivity inhibitors, primary screen, biochemical, IANBD-TnC fluorescence, EC70 calcium | IANBD-labeled cardiac RTF, Ca2+ fluorescence | hit rate 0.12% among 340,000 | inhibition, % at 7.15 µM | Troponin I, cardiac muscle (Homo sapiens) + Troponin T, cardiac muscle (Homo sapiens) + … | AID 493244, 2011;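 active = inhibition above the mean inhibition of all tested compounds plus 3 SD, cut at about 17% in these data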;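 also: assay run at fixed EC70 calcium of 1.6 mM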
PfHsp90 yeast 2 – growth inhibition of PfHsp90-expressing yeast, primary screen, antimalarial PfHsp90 inhibitor project, S. cerevisiae, BacTiter-Glo luminescence, single point, set 2. BacTiter-Glo ATP, 48 h; yeast lacking PDR1 and PDR3 efflux regulators. hit rate 0.32% among 310,000. inhibition, % at 9.4 µM;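 active = every replicate shows inhibition above about 80%, whatever the replicate mean, limit read from the data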;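 also: 0% = DMSO neutral controls and 100% = 20 µM radicicol positive controls; yeast relying on Plasmodium falciparum Hsp90 in place of its own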
CDK5 p35 inh – inhibitors of human CDK5/p35 kinase, primary screen, biochemical, single concentration; hit rate 0.01% among 330,000; inhibition, % at 10 µM; Recombinant CDK5/p35, ADP-Glo luminescence, 60 min; Cyclin-dependent kinase 5 (Homo sapiens) + Cyclin-dependent kinase 5 activator 1 (Homo …;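 active = highest replicate inhibition of at least 50% and at least 75% of replicates reaching 50%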;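 also: plate controls were DMSO neutral control for no effect and GW8510 at 10 µM for full effect; many of its hits are not listed in these tables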
C-LANA FP – inhibitors of KSHV C-LANA binding to DNA, primary screen, biochemical, fluorescence polarization, FAM-LBS DNA, MBP-C-LANA, single point; inhibition, % at 9 µM; Kaposi's sarcoma herpesvirus LANA C-terminal domain (residues 932-1162) DNA binding; hit rate 0.078% among 340,000;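 active = highest replicate inhibition at or above 60% at 9 µM, even if other replicates fall short; inactive = all replicates below 60% inhibition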;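 also: 0% = neutral control wells and 100% = 4 µM acridine orange control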
An asterisk follows results filed as active; x = no result given.

cpd | SMILES | NSD2 HMT inh | Rtt109 Vps75 | dFosB activator | PvdQ inh | cardiac RTF act | Mot1-301 SUMO | Keap1 Nrf2 FP | RTF Ca sens inh | PfHsp90 yeast 2 | CDK5 p35 inh | C-LANA FP
1 | Cc1cc(C(=O)CSc2nnc(N)s2)c(C)n1-c1c(C)n(C)n(-c2ccccc2)c1=O | 1 | -4 | -8 | 2 | -1 | 4 | -3 | -4 | 6 | 0.0 | 1.4
2 | Cc1ccc(S(=O)(=O)NCCCN2CCOCC2)c(C)c1 | -2 | -3 | -7 | -12 | 2 | 17 | -3 | -1 | -5 | 0.9 | 2.1
3 | NC(=O)COc1ccc(NS(=O)(=O)Cc2ccccc2)cc1 | -3 | 6 | 2 | -13 | 1 | 15 | 5 | -7 | -4 | 0.6 | 1.2
4 | COc1ccc2ccn(S(=O)(=O)c3ccccc3)c2c1 | -4 | 4 | 10 | -4 | 4 | -19 | 1 | 2 | -20 | 2.3 | 1.5
5 | CCC(C(=O)NC1CCCC1)N(C(=O)c1snc(C(N)=O)c1N)c1ccc(OC)cc1 (configuration not stated) | -1 | 0 | -5 | 4 | 0 | 22 | 3 | -6 | 1 | -0.7 | -0.6
6 | COc1ccc(Cn2ccnc2SCC(=O)Nc2ccccc2OC)cc1 | 18 | 1 | -12 | -7 | -4 | 3 | -3 | -2 | -37 | -6.3 | -1.5
7 | CCc1cc(C(=O)Nc2cc(S(=O)(=O)N(C)C)ccc2C)sc1C | -5 | 8 | -12 | -1 | -2 | -13 | 5 | 3 | -9 | 1.3 | -1.0
8 | CCCCn1c(N)c(N(CC(C)C)C(=O)C2CCCN(C(=O)c3ccc(Cl)cc3)C2)c(=O)[nH]c1=O (configuration not stated) | 0 | 3 | -8 | -4 | 1 | -6 | -5 | 1 | -21 | -3.2 | -0.6
9 | Cc1cc(N2CCCC2)c(F)cc1/C=C\[N+](=O)[O-] | -3 | 19 | -13 | 9 | 8 | x | -16 | -11 | -58 | 0.6 | -0.3
10 | Cc1ccc(C2=NNC3(CCOC(C)(C)C3)S2)cc1 (configuration not stated) | x | x | -6 | -13 | -2 | -1 | -5 | -3 | 2 | 2.0 | 2.1
11 | O=C(CCS(=O)(=O)c1ccc(Br)cc1)N1CCN(c2ccc(Cl)cc2)CC1 | -1 | -21 | -1 | -11 | -6 | -3 | -4 | -1 | 10 | 0.0 | 0.4
12 | O=C(COC(=O)c1cccc(S(=O)(=O)NCc2ccccc2)c1)NC1CC1 | -2 | 8 | -4 | 7 | -5 | 5 | -6 | 3 | 0 | 1.5 | 0.1
13 | Oc1ccc(C2=NNC(=NCc3ccc4c(c3)OCO4)SC2)c(O)c1 | 1 | 1 | -13 | -12 | 5 | -7 | -1 | 2 | 3 | 1.0 | 1.7
14 | Cc1ccc(C)c(N(CC(=O)NCc2ccccc2)C(=O)c2csnn2)c1 | 5 | 13 | -5 | 5 | -4 | -13 | 1 | 1 | 11 | -4.0 | 0.2
15 | COc1cccc(NS(=O)(=O)c2ccc3[nH]cc(C(=O)NCCC(C)C)c(=O)c3c2)c1 | 1 | 3 | 12 | -13 | -1 | -2 | -3 | 4 | -16 | 3.6 | -0.1
16 | Cc1ccc(C)c(S(=O)(=O)N2CCN(C(=O)CCNS(=O)(=O)c3ccc(C)c(C)c3)CC2)c1 | -3 | 0 | -15 | -17 | 13 | -21 | -2 | -9 | 17 | -4.7 | -0.9
17 | Cc1cccc(N2CCN(C(=S)c3ccccc3)CC2)c1 | 3 | 8 | -6 | -3 | -5 | 2 | -2 | 7 | -19 | -0.5 | 0.0
18 | O=c1c2cc(NC(=S)NC3CCCCC3)ccc2nc2n1CCCCC2 | x | 19 | 0 | -3 | 5 | -2 | 1 | -1 | x | -2.0 | -0.3
19 | O=C(c1cc2ccccc2c(=O)o1)N1CCCCCC1 | -1 | 6 | -1 | -7 | 3 | 8 | 4 | 9 | -2 | -0.9 | 0.4
20 | O=C(NC(=S)Nc1ccc(S(=O)(=O)Nc2ccccc2)cc1)C1CC1 | 0 | 6 | 4 | -5 | -2 | 207 | -2 | -3 | 1 | 0.1 | 0.4
21 | CC(NC(=O)Cn1ncc(Cl)c(Cl)c1=O)C12CC3CC(CC(C3)C1)C2 (configuration not stated) | 5 | -29 | -13 | -15 | 0 | 77 | -3 | 8 | 22 | -0.5 | 0.8
22 | CCCC(=O)N=c1sc2c(OC)ccc(OC)c2n1C | -1 | -5 | 1 | 9 | -3 | 4 | -6 | 2 | 9 | 0.0 | -0.3
23 | CCOC(=O)c1nc(SC)n(C)c1C(=O)OCC | -3 | -1 | -3 | -11 | 5 | -2 | -2 | -10 | 10 | 1.3 | -1.7
24 | CN(C(=O)CC1C(=O)NCCN1Cc1cccc(F)c1F)C1CC(C)(C)NC(C)(C)C1 (configuration not stated) | 1 | -9 | -2 | -9 | -1 | 0 | 4 | 0 | 11 | 0.2 | 1.8
25 | O=C(Cc1nnc(NC(=O)c2ccccc2)s1)N/N=C/c1cccc(O)c1 | 1 | 0 | 1 | -10 | -4 | -12 | 1 | -7 | 5 | -1.0 | 3.0
26 | CC12CCC3c4ccc(O)cc4CCC3C1CC(O)C2O (configuration not stated) | x | 0 | -3 | 6 | -1 | -5 | 0 | 4 | 7 | -0.2 | -2.2
27 | COc1ccc(C(=O)NCCc2c[nH]c3ccccc23)cc1S(=O)(=O)N1CCCCC1C (configuration not stated) | x | -3 | -11 | -5 | -5 | 3 | 2 | -2 | x | 0.4 | 1.1
28 | COc1ccc(CC(=O)n2c(CC#N)nc3ccccc32)cc1OC | 2 | -6 | -1 | 4 | -6 | -7 | 0 | 2 | -8 | -1.7 | 2.0
29 | O=C(NNC(=O)c1ccccc1F)c1ccc(NS(=O)(=O)c2ccc(F)cc2)cc1 | -2 | -6 | -1 | -4 | 6 | x | 6 | -3 | 7 | -3.3 | 0.0
30 | COC(=O)c1sccc1-c1ccc(C(=O)Nc2cccc(Cl)c2)o1 | 2 | 2 | -7 | -6 | -4 | 0 | -2 | -9 | 17 | -1.0 | -0.6
31 | c1ccc(COc2ccc(OCCCN3CCCCC3)cc2)cc1 | -3 | 17 | -6 | 1 | -2 | x | -1 | -3 | 3 | 0.9 | -0.3
32 | NS(=O)(=O)c1ccc(N/N=C/c2ccc3c(c2)OCO3)c([N+](=O)[O-])c1 | 2 | -7 | 8 | 0 | 3 | -7 | -2 | -9 | x | 1.2 | 0.4
33 | CCc1sc(C(=O)Nc2ccc3c(c2)OCCO3)cc1Br | 0 | 29 | -4 | 20 | -6 | 3 | 2 | -7 | 5 | -4.0 | 0.5
34 | Cc1ccc(C(=O)Nc2ccc(CN3CCS(=O)(=O)CC3)cc2)cc1C | 3 | 2 | -7 | -9 | 2 | 0 | -1 | -9 | 16 | 0.4 | -0.9
35 | CCOC(=O)N1CCN(S(=O)(=O)c2c(C)nn(C)c2C)CC1 | x | 5 | 11 | -12 | -2 | 15 | -1 | 2 | -3 | 1.2 | 1.3
36 | CCN(CC(=O)NC(C)C)Cc1nc2sc3c(c2c(=O)[nH]1)CCC3 | 5 | 5 | -13 | -9 | 0 | 1 | -4 | -6 | 4 | 0.6 | 1.3
37 | CSc1nnc(CNS(=O)(=O)c2ccc(Cl)cc2)n1C | -5 | -1 | -1 | -2 | -2 | 3 | -1 | -1 | -15 | -2.2 | -0.2
38 | Cn1c(Cn2c(=O)sc3ccccc32)nnc1SCc1ccccn1 | 1 | 1 | 1 | -4 | -3 | 3 | -3 | -2 | -8 | -1.3 | -1.6
39 | Cc1nc2ccc(S(=O)(=O)NC(C(=O)Nc3nc4ccc(Cl)cc4s3)C(C)C)cc2s1 (configuration not stated) | x | 9 | -7 | -18 | -1 | -7 | -3 | -5 | 4 | 0.2 | 0.6
40 | Fc1ccc(C2CCCCN2Cc2nc(CC3CC3)no2)cc1 (configuration not stated) | 0 | 5 | 6 | -12 | 6 | 2 | 0 | -13 | 6 | 1.8 | -1.1
41 | Cc1cc(N2CCN(C3CCCCC3)CC2)nc2cccc(O)c12 | x | -4 | 2 | 9 | -5 | 1 | -6 | -6 | -5 | 1.7 | -1.3
42 | O=C(Nc1ccc(Cl)cc1)c1cccs1 | 2 | 10 | -8 | -13 | 6 | 193 | -3 | -5 | -3 | 1.7 | 1.7
43 | Cc1ccc(C)c(N2CCN(C(=O)CCCn3c(=S)[nH]c4cc5c(cc4c3=O)OCO5)CC2)c1 | 27 | 0 | -2 | 8 | -4 | 60 | 3 | -2 | x | 4.0 | -0.4
44 | CCOc1ccccc1C(=O)NCC(=O)NNC(=O)CN(C)S(=O)(=O)c1ccc(Cl)cc1 | x | -11 | 1 | -29 | 2 | -12 | -8 | -3 | -12 | -8.3 | 0.5
45 | COc1cc(-c2nc3ccc(C)cn3c2Nc2ccc3c(c2)OCCO3)ccc1O | -1 | 15 | 2 | -30 | 0 | -17 | 5 | 5 | -48 | -0.2 | -1.3
46 | O=C(NCCc1cccc(Cl)c1)c1cccc(-n2cnnn2)c1 | -1 | -3 | -4 | -13 | -5 | x | -1 | -1 | -4 | 0.4 | -3.3
47 | Cc1ncc([N+](=O)[O-])n1CCOC(=O)NC(NCc1cccnc1)C(Cl)(Cl)Cl (configuration not stated) | -1 | x | 4 | 6 | 3 | -5 | -3 | 3 | 1 | 0.8 | -1.4
48 | O=C(CO/N=C/c1ccc(OC(F)F)cc1)NC1CCCCCC1 | -1 | 11 | 3 | 4 | 1 | -13 | 1 | -10 | -35 | -1.2 | -0.8
49 | CC1CCCCN1C(=O)c1cc(Cl)ccc1[N+](=O)[O-] (configuration not stated) | -3 | 7 | 3 | 14 | -2 | 3 | 3 | 20* | 5 | 0.5 | 1.9
50 | CCC(CC)C(=O)N(c1ccc(F)cc1)C1C=CS(=O)(=O)C1 (configuration not stated) | -3 | x | -1 | -1 | 6 | 8 | -2 | -5 | -8 | -0.9 | 0.9

Source: PubChem BioAssay
